Compound activity as filed in PubChem.
Yp Topo-I inh = Yersinia pestis topoisomerase I inhibitors, primary screen, biochemical, cleavage product accumulation, plate reader, single point | activity, % at 10 µM | AID 504884, 2011 | hit rate 0.064% among 360,000 | DNA topoisomerase I (Yersinia pestis CO92) | Y. pestis Topo-I cleavage product accumulation; in the data active = activity above about 50%, passing the limit was not always enough; note: inactives centre near 2
Anthrax LF inh2 = Bacillus anthracis LF protease inhibitors, primary screen, biochemical, multiplex microsphere, MLPCN library; Lethal factor (Bacillus anthracis), P15917; multiplex microsphere protease cleavage assay; inhibition, % at 10 µM; hit rate 0.12% among 360,000; AID 588501, 2011; note: plate controls were buffer without enzyme for full effect and enzyme alone for no effect
PrPC TRFRET = inhibitors of human cell surface prion protein PrPC, primary screen, cell-based, TR-FRET; Major prion protein (Homo sapiens), P04156; TR-FRET read-out; inhibition, % at 13.8 µM; hit rate 0.43% among 370,000; in the data active = inhibition above about 24%; note: 0% = median of the test wells and 100% = reference compound wells
BoNT-A LC inh2 = BoNT/A light chain protease inhibitors, primary screen, biochemical, flow cytometry, MLPCN library; multiplex microsphere protease substrate cleavage; inhibition, % at 10 µM; hit rate 0.17% among 360,000; AID 588499, 2011; note: plate controls were buffer without enzyme for full effect and enzyme alone for no effect
BH1578 lux ind = inducers of Vibrio cholerae quorum light production without autoinducers, primary screen, BH1578 luxS cqsA deficient, single point. hit rate 0.16% among 350,000. V. cholerae BH1578 lux reporter, luminescence, 6 h. activation, % at 18.7 µM; in the data active = activation mostly above about 9.7%, no sharp cut-off; note: not every result past the cut was called active; inactives centre near 0; reference of the scale not given here
3CLpro inhibitor = SARS-CoV 3CLpro protease inhibitors, primary screen, biochemical, quenched FRET; inhibition, % at 6 µM; AID 1706, 2009; recombinant SARS-CoV 3CLpro, quenched FRET peptide cleavage; hit rate 0.14% among 290,000; in the data active = inhibition above about 12%
PriA SSB inh = inhibitors of Klebsiella pneumoniae PriA binding to SSB C-terminal tail, primary screen, biochemical, AlphaScreen; hit rate 0.6% among 430,000; PriA–SSB C-terminal tail interaction (Klebsiella pneumoniae); inhibition, % at 33 µM; AID 1272365, 2023; AlphaScreen SSBct-PriA binding, biotinylated peptide; in the data active = inhibition mostly above about 37%, no sharp cut-off; inactive = mostly below about 20%;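 note: plate controls were negative control peptide for no effect and reference peptide for full effect; strong numbers were not always called active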
PfHsp40 rescue = rescue of yeast from PfHsp40 toxicity, primary screen, S. cerevisiae, ATP luminescence | S. cerevisiae expressing PfHsp40, growth rescue | growth rescue, % at 12.5 µM | hit rate 0.68% among 340,000 | AID 504582, 2011; in the data active = growth rescue above about 28%, passing the limit was not always enough;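 note: yeast W303a lacking pdr1 and pdr3 grown in galactose medium; growth measured after three days at 30 °C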
TcdB inh = TcdB glycohydrolase inhibitors, primary screen, biochemical, single point, plate reader; hit rate 0.24% among 350,000; inhibition, % at 9.99 µM; TcdB glycohydrolase enzymatic assay; Toxin B (Clostridioides difficile), P18177; in the data active = inhibition above about 10%
Active calls of the source: *; i = inactive; . = no result given. Cut-off read from the data, not from the text of the source, unless noted: active = inhibition above about 30%; inconclusive = no clear call, values can overlap the other calls; inactive = below that. The list is partial (hit frequency here may not be typical).

SMILES	Yp Topo-I inh	Anthrax LF inh2	PrPC TRFRET	BoNT-A LC inh2	BH1578 lux ind	3CLpro inhibitor	PriA SSB inh	PfHsp40 rescue	TcdB inh
COc1ccc(C(=O)CN2C(=O)NC3(CCCc4ccccc43)C2=O)cc1 (stereo unspecified)	-2.4	-3.6	-4.2	-1.9	i	.	-1.9	1.2	1.4
O=c1[nH]c(=O)n(Cc2ccccc2)c2nc(-c3cccs3)n(CCO)c12	.	.	7.1	.	.	8.0	-6.3	.	1.5
CCCCOC(=O)c1ccc(NC(=O)c2cnc3n(c2=O)CCS3)cc1	0.9	0.8	9.2	-1.4	-0.3	1.6	-15.2	-1.0	.
COc1ccccc1C1CCN(c2cc(O)ccc2[N+](=O)[O-])CC1	-9.2	9.9	-8.8	-2.5	-0.2	8.4	23.6	123.8*	0.9
CCN(CC)C1CCN(C(=O)c2ccc3nc(Cc4ccc(OC)cc4)oc3c2)C1 (stereo unspecified)	11.3	-1.2	3.5	-3.3	i	3.1	0.5	-0.2	0.6
Cn1c(CNC(=O)c2ccco2)nnc1SCC(=O)Nc1c(F)cc(F)cc1Br	-10.7	6.0	7.2	0.9	2.8	1.7	-10.2	0.4	0.4
CC(C)C(=O)Nc1cccc(C(=O)Nc2ccc(S(=O)(=O)N3CCOCC3)cc2)c1	-5.6	-2.8	-1.8	-1.0	-0.7	-2.5	7.7	-1.2	-0.4
Cc1ccc(NC(=O)c2ccnc(C(C)(C)C)c2)cc1	-2.1	-10.1	-0.2	0.7	.	-0.7	-8.1	-0.5	.
CCc1nc(N)c(C#N)c(-c2ccc(OC)c(OC)c2)c1C	5.2	-8.0	-5.0	-1.3	-0.2	-5.3	11.4	-2.4	.
COc1cc(C(=O)NCCC(=O)NC(C)CCc2ccccc2)cc(OC)c1OC (stereo unspecified)	-5.7	1.9	0.2	2.0	i	-2.2	-3.2	0.0	0.5
CC(C)(C)n1ncc2c(=O)n(Cc3ccc(Cl)cc3Cl)cnc21	0.4	1.5	8.3	0.5	i	-1.4	-0.7	-1.9	.
COC(=O)CSc1nnc([C@H](Cc2ccccc2)NC(=O)OC(C)(C)C)o1	-1.3	-0.8	-5.3	-0.1	i	-0.5	-5.6	-0.3	.
CC(=O)Nc1ccccc1OCc1cnc(Cl)s1	4.0	0.2	0.0	-0.8	4.5	7.4	-2.7	0.0	0.2
COc1ccc(C(=O)NCc2nnc(SCC(=O)Nc3nc4ccc(C)cc4s3)o2)cc1OC	9.7	0.0	-1.2	0.6	-0.1	-4.5	-5.0	-1.1	-1.1
CN1C(=O)CSC1=Nc1cccc(Cl)c1	-4.8	10.8	1.4	1.5	i	-1.7	-12.7	4.6	-0.1

Three of the compounds above, with two lines to a compound:
Values run as follows: Yp Topo-I inh	Anthrax LF inh2	PrPC TRFRET	BoNT-A LC inh2	BH1578 lux ind	3CLpro inhibitor	PriA SSB inh	PfHsp40 rescue	TcdB inh
> COC(=O)CSc1nnc([C@H](Cc2ccccc2)NC(=O)OC(C)(C)C)o1
    -1.3	-0.8	-5.3	-0.1	i	-0.5	-5.6	-0.3	.
> CC(=O)Nc1ccccc1OCc1cnc(Cl)s1
    4.0	0.2	0.0	-0.8	4.5	7.4	-2.7	0.0	0.2
> COc1ccc(C(=O)NCc2nnc(SCC(=O)Nc3nc4ccc(C)cc4s3)o2)cc1OC
    9.7	0.0	-1.2	0.6	-0.1	-4.5	-5.0	-1.1	-1.1

The listing picks up with the 3 entries that preceded the break.
SMILES	Yp Topo-I inh	Anthrax LF inh2	PrPC TRFRET	BoNT-A LC inh2	BH1578 lux ind	3CLpro inhibitor	PriA SSB inh	PfHsp40 rescue	TcdB inh
CC(=O)Nc1ccccc1OCc1cnc(Cl)s1	4.0	0.2	0.0	-0.8	4.5	7.4	-2.7	0.0	0.2
COc1ccc(C(=O)NCc2nnc(SCC(=O)Nc3nc4ccc(C)cc4s3)o2)cc1OC	9.7	0.0	-1.2	0.6	-0.1	-4.5	-5.0	-1.1	-1.1
CN1C(=O)CSC1=Nc1cccc(Cl)c1	-4.8	10.8	1.4	1.5	i	-1.7	-12.7	4.6	-0.1
COCCCNS(=O)(=O)c1ccc(S(=O)(=O)N2CCCC2)cc1	-0.2	-7.2	1.8	1.0	i	-5.2	-15.1	-1.5	.
COc1ccc(C=O)cc1Cn1c(=O)n(CCC(=O)NCc2ccco2)c(=O)c2sccc21	10.3	-2.5	-0.8	0.4	i	-0.6	-16.7	2.8	0.6
Cc1ccc(CNC(=O)C2CCC(CNS(=O)(=O)c3cccc4cccnc34)CC2)cc1 (stereo unspecified)	36.1	-1.3	7.2	-0.1	-0.3	-2.0	-1.2	0.1	0.1
Cc1ccc(S(=O)(=O)NCCn2cnc([N+](=O)[O-])n2)cc1	10.0	2.4	-14.0	3.0	-6.2	-10.6	11.5	-1.3	0.9
CC(C)C(=O)N1CCC(n2nccc2NC(=O)CCOc2ccccc2)CC1	0.9	-3.4	-1.2	-3.0	-0.3	1.2	-15.6	0.3	0.2
CC1CCCCN1S(=O)(=O)c1ccc(S(=O)(=O)N(CC(=O)Nc2ccccc2)Cc2cccs2)cc1 (stereo unspecified)	-4.9	-0.6	5.3	-0.2	-0.3	-1.9	-13.1	1.3	.
CCNc1nc(NC(N)=S)nc(NC(C)(C)C)n1	3.7	3.7	1.1	-1.3	0.0	-1.2	-7.5	1.0	0.3
Cc1occc1C(=O)Nc1ccc(Br)cc1F	-3.5	5.3	12.3	-0.9	7.7	0.3	7.7	-1.1	.
O=C(COC(=O)/C=C/c1cn(-c2ccccc2)nc1-c1cccnc1)Nc1ccc(Cl)cc1Cl	2.1	0.0	5.1	0.5	i	-5.0	-2.5	0.1	-0.9
C/C(=N\N(C)C)C1=C(O)c2ccccc2C1=O	10.8	-2.3	-6.8	0.4	-0.2	-3.3	.	-0.5	.
Brc1ccc(-c2nnc3sc(CN4CCC5(CC4)OCCO5)cn23)cc1	2.7	-1.4	.	-0.4	-0.4	3.9	-9.3	0.9	0.9
COc1cc(/C=C/C(=O)N2CCN(CC(O)COc3ccccc3)CC2)cc(OC)c1OC (stereo unspecified)	18.6	0.7	-5.8	-0.5	i	2.7	-12.8	-0.1	.
CC(C)(C)OC(=O)NCCCCCc1nnc(SCc2ccccc2)o1	56.9*	-2.7	5.0	-0.2	i	0.7	-22.6	0.0	0.9
COc1ccc(S(=O)(=O)NCCC(=O)NCc2ccc(F)cc2)cc1	3.7	0.5	-9.7	10.3	-0.4	-0.5	5.7	0.5	.
CC(C)(C)OC(=O)N1CCC2(CC1)Oc1ccc(F)cc1C(=O)C21CC(c2ccccc2)=NO1 (stereo unspecified)	3.3	1.6	0.0	-0.3	-0.8	.	6.0	-0.2	-0.3
CN(C(=O)COc1cc(=O)n(C)c2ccccc12)c1ccc(Br)cc1	11.3	-5.2	-4.0	-0.3	-0.4	-0.7	-12.3	0.3	0.2
c1ccc(C(c2nnnn2C2CCCC2)N2CCCCCC2)nc1 (stereo unspecified)	14.6	1.5	-0.7	1.4	-0.4	-0.3	-1.5	-1.5	.
O=C(NCCCn1ccnc1)C(F)(F)C(F)(F)C(=O)NCCCn1ccnc1	-1.0	-3.8	-2.9	0.9	-16.7	0.1	4.7	-1.0	.
CCc1ccc(CN(C)CC(O)COc2cccc3ccccc23)cc1 (stereo unspecified)	7.5	-1.0	3.0	-0.9	-10.0	5.6	-0.5	1.1	0.9
COc1ccc(CCNS(=O)(=O)c2ccc3c(c2)CCN3C(=O)C2CC2)cc1OC	0.8	-0.9	-4.8	-0.6	1.9	-0.1	13.1	0.3	.
CCOc1ccccc1NC(=O)N1CCCc2ccccc21	20.7	-3.1	1.8	-1.1	-0.4	-3.2	0.0	0.6	0.0
CCC(OC(=O)c1cccs1)C(=O)NC1CCCCC1 (stereo unspecified)	8.6	-4.0	0.0	-1.0	i	-0.6	-5.5	-0.3	.
O=C(NC1CCCCC1)C1CCCN(S(=O)(=O)c2ccc(F)cc2)C1 (stereo unspecified)	-8.5	0.4	0.3	1.8	0.4	-4.1	-14.0	0.1	1.2
O=C1CC(c2ccccc2)Sc2nc(-c3ccccc3)c(-c3ccccc3)n21 (stereo unspecified)	-4.3	-0.9	-3.8	-0.1	-0.7	-0.4	-11.9	-1.2	.
O=c1[nH]c(=O)n(C2OC(CO)C(O)C2O)c2c1CCCC2 (stereo unspecified)	.	-5.1	-0.9	-0.2	.	.	.	.	1.0
Oc1ccc(Cl)cc1/C=N/c1nccs1	-2.9	-4.7	-4.3	-0.5	-0.4	-4.0	.	1.3	.
O=c1c(N2CCCCC2)coc2ccccc12	21.4	0.6	0.1	-0.4	i	-0.5	-19.8	-1.3	.
Cc1csc(SCC(=O)NC(=O)NCCC(C)C)n1	11.5	-7.1	2.1	-0.5	-0.3	-1.2	9.1	-1.0	-1.1
CC(C)C(NC(=S)Nc1ccccc1)C(=O)O (stereo unspecified)	3.8	1.0	7.1	-0.2	-0.1	1.8	-11.7	0.3	.
CC(=O)C1=C(O)C(=O)N(Cc2ccccc2)C1c1cccc([N+](=O)[O-])c1 (stereo unspecified)	4.0	-4.2	2.8	-3.8	i	-6.2	-7.8	-2.8	-3.8
CCOc1ccc(CCNC(=O)CSc2ncn[nH]2)cc1OCC	-5.2	1.4	4.1	-0.4	i	5.3	10.7	-0.9	1.1
Cc1[nH]c2ccccc2c1CCNC(=O)c1c(N)no[n+]1[O-]	-4.1	-2.8	-2.4	-0.6	i	5.5	8.8	-0.7	-0.4
CS/C(=N\S(=O)(=O)c1ccccc1)c1ccccc1	-5.6	-3.1	1.2	-0.5	-0.1	-3.2	.	-0.9	0.8
Cc1ccc(/C=N/NC(=O)CSc2nc3ccccc3[nH]2)o1	-9.7	21.8	0.5	-2.7	-0.3	5.0	.	-1.1	2.8
C[C@H](NC(=O)C1CC(=O)N(c2ccc3c(c2)OCO3)C1)C(=O)NCc1ccco1 (stereo partly specified)	10.8	-5.6	-2.6	-0.6	-2.6	4.8	1.1	-1.1	-1.6
CCOC(=O)CCc1c(C)nc2cc(-c3ccccc3OC)[nH]n2c1=O	4.1	-2.1	2.9	0.6	-0.2	1.7	-21.3	0.2	-3.7
O=C(NCCCc1ccccc1)c1ccc(CS(=O)Cc2ccccc2Cl)o1 (stereo unspecified)	37.3	2.3	4.0	-1.1	-0.2	3.9	-5.4	0.9	-1.1
O=C(CNC(=O)c1ccc(Cl)cc1)NCc1ccccn1	9.5	1.6	-6.2	-0.8	i	.	-6.3	-0.8	0.8
Cc1c(NC(=O)c2ccc(Cl)c([N+](=O)[O-])c2)cccc1-n1cnnn1	0.4	-4.0	-1.4	0.4	i	.	-5.4	1.5	1.2
O=C(CN1CCN(c2ccc(O)cc2)CC1)Nc1ccc(SC(F)F)cc1	-2.7	-1.7	20.2	-1.2	-0.2	0.5	4.6	-0.4	.
O=C(Cn1c(CN2CCCCC2)nc2ccccc2c1=O)Nc1ccccc1	-7.6	-0.1	2.2	-0.1	-0.5	-0.3	-2.9	-0.3	-0.4
COc1ccc(C(=O)N[C@H](C(=O)Nc2nc3ccccc3[nH]2)C(C)C)cc1	6.2	-1.0	8.9	0.0	-0.3	1.9	-5.6	-1.7	1.0
Nc1ccc2nc(-c3cccnc3)[nH]c2c1	-7.9	-1.4	-3.5	0.1	0.5	-4.2	5.0	1.9	.
CSc1ccc(/C=C/C(=O)N2CCN(c3ccccn3)CC2)cc1	32.7	4.8	-4.5	0.1	-1.2	1.3	-22.5	1.2	0.4
CSc1ccc(CN(C)CC(=O)NC(=O)NC(C)(C)C)cc1	8.7	-9.5	-1.2	0.3	i	5.2	1.7	-0.1	.
